MazF activator: increases E. coli MazEF RNase cleavage of RNA. FAM/BHQ RNA-DNA oligo cleavage fluorescence, 5 h. activation, % at 20 µM. actives 0.32% (n = 350,000); in the data active means activation above about 50%
Target sequence (P0AE70 whole entry, looked up): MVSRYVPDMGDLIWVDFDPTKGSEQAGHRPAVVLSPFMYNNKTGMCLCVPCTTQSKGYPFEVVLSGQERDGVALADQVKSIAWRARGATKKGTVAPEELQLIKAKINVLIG
Mtb FBA inh: Mtb fructose-bisphosphate aldolase inhibition. P9WQA3. purified M. tuberculosis FBA, fluorescence read-out. inhibition, % at 1 µM. actives 2.3% (n = 360,000); in the data active means inhibition above about 27%;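 further: 0% = vehicle and 100% = reference inhibitor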
VHR inh abs: inhibitors of human VHR1 phosphatase (DUSP3). P51452. recombinant VHR phosphatase, pNPP absorbance. inhibition, % at 13.3 µM. actives 0.52% (n = 290,000). AID 1654; in the data active means inhibition above about 50%; further: some compounds called inactive have numbers as strong as hits
Target sequence (P51452 whole entry, looked up): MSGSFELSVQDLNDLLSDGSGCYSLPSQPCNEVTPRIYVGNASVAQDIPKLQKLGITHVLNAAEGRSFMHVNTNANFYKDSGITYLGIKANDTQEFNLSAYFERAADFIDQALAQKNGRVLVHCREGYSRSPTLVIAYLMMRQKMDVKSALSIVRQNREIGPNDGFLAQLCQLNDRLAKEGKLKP
BioA inh: inhibitors of Mycobacterium tuberculosis BioA enzyme. purified M. tuberculosis BioA enzyme, plate reader. inhibition, % at 9.99 µM. actives 0.096% (n = 360,000). AID 602481; in the data active means inhibition above about 40%; inconclusive means no clear call, values can overlap the other calls
GDH-TPI inh: counter-screen for M. tuberculosis FBA inhibitors: GDH-TPI coupled enzymes | actives 1.2% (n = 360,000) | GDH-TPI coupled enzyme counterscreen, NADH absorbance | inhibition, % at 4.8 µM | AID 588335;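 further: 0% = DMSO wells and 100% = wells lacking the enzyme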
CCHF vOTU inh: CCHFV vOTU protease inhibition; Pep-AMC fluorescence; actives 0.55% (n = 370,000); AID 651958; inhibition, % at 11.5 µM; further: 0% = vehicle wells with enzyme and 100% = no enzyme wells
Mtb UGM inh: blocks M. tuberculosis UGM enzyme | actives 0.06% (n = 320,000) | P9WIQ1 | inhibition, % at 10 µM | AID 504406 | purified UGM, fluorescence polarization probe displacement; in the data active means inhibition above about 10%, passing the limit was not always enough; inconclusive means no clear call, values can overlap the other calls
BoNT-F LC inh: inhibitors of Botulinum neurotoxin F light chain protease. Multiplex microsphere protease cleavage assay, flow cytometry. inhibition, % at 10 µM. actives 0.22% (n = 360,000). AID 588497; in the data active means inhibition above about 35%, passing the limit was not always enough; inconclusive means no clear call, values can overlap the other calls; further: plate controls were buffer without enzyme for full effect and enzyme alone for no effect
Rv3671c inh: inhibits the M. tuberculosis serine protease Rv3671c; actives 0.048% (n = 320,000); P9WHR9; inhibition, % at 5.96 µM; in the data active means inhibition above about 38%;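 further: extracellular domain of Rv3671c used as enzyme; 0% = enzyme with DMSO and 100% = no enzyme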
Target sequence (P9WHR9 whole entry, looked up, the tested form may be a part): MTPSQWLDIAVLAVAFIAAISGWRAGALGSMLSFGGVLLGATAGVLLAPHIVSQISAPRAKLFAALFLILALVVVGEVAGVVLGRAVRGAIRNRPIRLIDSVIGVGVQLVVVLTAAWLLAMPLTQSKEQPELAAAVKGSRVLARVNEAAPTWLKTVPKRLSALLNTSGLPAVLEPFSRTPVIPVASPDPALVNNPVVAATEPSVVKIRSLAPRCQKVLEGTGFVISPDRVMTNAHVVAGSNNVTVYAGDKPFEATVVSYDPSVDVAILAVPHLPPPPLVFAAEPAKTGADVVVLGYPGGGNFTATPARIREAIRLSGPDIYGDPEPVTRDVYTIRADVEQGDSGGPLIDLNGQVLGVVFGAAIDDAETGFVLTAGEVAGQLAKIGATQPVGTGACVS
FadD28 FP inh: inhibitors of Mycobacterium tuberculosis FadD28 bisubstrate binding; FadD28 bisubstrate probe binding, fluorescence polarization; actives 0.22% (n = 360,000); inhibition, % at 12.5 µM; in the data active means inhibition above about 8.5%, passing the limit was not always enough; inconclusive means no clear call, values can overlap the other calls
Numbers without * were called inactive; ? = inconclusive; nt = no result given; & = joins results of further samples. Unless noted, no stated cut-off is given here; in the data, active means inhibition above about 30%; inactive means the rest.

Below each SMILES: MazF activator	Mtb FBA inh	VHR inh abs	BioA inh	GDH-TPI inh	CCHF vOTU inh	Mtb UGM inh	BoNT-F LC inh	Rv3671c inh	FadD28 FP inh
1	COc1ccc(OC(=O)c2cn(C)nc2C(F)(F)F)cc1
    4	2	-28	0.9	0	2	-0.1	-5	1	-3.0
2	O=C(O)CC12C[C@H]3C[C@@H](C1)CC(n1ncc(N4CCN(c5ccccc5)CC4)c(Cl)c1=O)(C3)C2
    -14	-1	24	-2.2	18	-4	-0.3	-6	7	0.0
3	CCOc1ccc(CCNC(=O)c2cccc(-n3cnnn3)c2)cc1OCC
    3	-4	nt	0.0	-9	6	-2.0	2	-3	-3.2
4	COCCn1c(C)cc(C(=O)COC(=O)c2cccnc2SC)c1C
    8	-2	nt	nt	-6	4	-0.8	-6	4	-4.3
5	CC/C(=N\Nc1ccc([N+](=O)[O-])cc1[N+](=O)[O-])c1ccc(O)cc1
    21	-11	11	0.7	-2	-2	-0.3	4	3	-4.7
6	COc1cc(CNCCc2ccc(F)cc2)ccc1OCc1ccc(Cl)nc1
    0	1	12	2.4	-4	9	-2.7	-9	2	-5.7
7	Cc1ccc(-c2nnn(CC(=O)N(Cc3cccs3)C(C(=O)NC(C)(C)C)c3ccco3)n2)o1 (stereo not given)
    10	4	-8	-1.0	-16	6	-2.6	1	-6	-1.0
8	O=C(O)CSCC(=O)N1CCN(S(=O)(=O)c2ccccc2)CC1
    6	-1	2	nt	-1	-15	0.8	-1	5	-0.6
9	CCOc1cccc(CN2CCCC(C(=O)Nc3ccc(-c4ccn[nH]4)cc3)C2)c1O (stereo not given)
    2	-3	30	1.8	3	3	0.8	5	-12	-3.5
10	COc1ccc(/C=N/NC(=O)c2cc[n+]([O-])cc2)cc1
    0	0	26	nt	24	3	-0.5	-1	0	nt
11	O=S(=O)(c1ccc(F)cc1)N1CCN(C(=S)NCc2ccco2)CC1
    -1	0	8	nt	0	7	-0.6	-1	-3	-2.9
12	COc1ccccc1NC(=O)Cc1nnc(SCC(=O)c2ccccc2)n1C
    10	-1	12	-0.9	7	-1	0.2	-10	-9	-2.1
13	COc1ccc(/C=C/C(=O)c2cc(Br)ccc(=O)c2O)cc1
    2	-1	2	-3.4	56*	nt	-0.3	12	5	-1.1
14	Cc1ccc(C(=O)CNc2ccc(Br)cc2)cc1
    0	1	21	-1.6	0	-2	-1.4	7	-9	-4.2
15	Cc1ccc(NC(=O)CSc2nc(-c3ccco3)nc3cc(=O)[nH]n23)c(Cl)c1
    -12	2	6	-0.6	12	15	-1.2	5	-3	-1.0
16	CN(CCCCC(=O)/C=N/O)Cc1ccccc1 (tested in a mixture with another compound)
    -1	-3	7	-0.1	-4	11	1.0	-3	0	-3.3
17	O=C(C[n+]1cccc2ccccc21)c1ccc(Cl)cc1
    -20	125*	6	1.9	10	-14	0.3	-2	-7	-1.8
18	Cc1cccc(NC(=O)CCNS(=O)(=O)c2cccc3nsnc23)c1
    -12	1	4	-2.2	-3	-10	-0.1	-1	-6	-4.3
19	N#C/C(=C\c1c(N2CCCCC2)nc2ccccn2c1=O)S(=O)(=O)c1ccccc1
    -10	-4	-5	nt	1	-8	-1.3	1	6	-2.1
20	O=C(c1ccccc1CCc1ccccc1)N1CCOCC1
    0	5	-4	-1.3	-2	-2	-4.3	-13	2	-2.4

3 entries from above, ordered by count of non-hydrogen atoms, smallest number first.
Below each SMILES: MazF activator	Mtb FBA inh	VHR inh abs	BioA inh	GDH-TPI inh	CCHF vOTU inh	Mtb UGM inh	BoNT-F LC inh	Rv3671c inh	FadD28 FP inh
8	O=C(O)CSCC(=O)N1CCN(S(=O)(=O)c2ccccc2)CC1
    6	-1	2	nt	-1	-15	0.8	-1	5	-0.6
3	CCOc1ccc(CCNC(=O)c2cccc(-n3cnnn3)c2)cc1OCC
    3	-4	nt	0.0	-9	6	-2.0	2	-3	-3.2
7	Cc1ccc(-c2nnn(CC(=O)N(Cc3cccs3)C(C(=O)NC(C)(C)C)c3ccco3)n2)o1 (stereo not given)
    10	4	-8	-1.0	-16	6	-2.6	1	-6	-1.0

Screen by screen, as entered above.
Compounds 6–17 in GDH-TPI inh read -4, -16, -1, 3, 24, 0, 7, 56*, 0, 12, -4, 10

As entered above:
MazF activator result of Cc1cccc(NC(=O)CCNS(=O)(=O)c2cccc3nsnc23)c1 → -12
Rv3671c inh result of O=C(c1ccccc1CCc1ccccc1)N1CCOCC1 → 2

Carrying on:
Below each SMILES: MazF activator	Mtb FBA inh	VHR inh abs	BioA inh	GDH-TPI inh	CCHF vOTU inh	Mtb UGM inh	BoNT-F LC inh	Rv3671c inh	FadD28 FP inh
21	O[C@H]1C[C@H](c2ccccc2)N(CC2CCCCC2)C[C@@H]1n1cc(-c2ccc(F)cc2)nn1
    -4	2	nt	-1.2	0	5	nt	-7	nt	-0.2
22	CN1/C(=C\C(=O)COC(=O)C2COc3ccccc3O2)C(C)(C)c2ccccc21 (stereo not given)
    -1	5	24	-0.9	30	nt	0.3	-13	-2	-0.7
23	CCc1ccc(OCC(=O)NNC(=O)C2CCC2)cc1
    10	2	nt	-0.8	2	-9	0.7	nt	-2	-1.8
24	Cc1ccoc1C(=O)N1CCCC(CCC(=O)N2CCN(c3ccccn3)CC2)C1 (stereo not given)
    -14	8	12	-3.8	9	3	0.7	3	-3	-0.6
25	O=C(Cn1nnc(-c2cccs2)n1)NNC(=O)c1ccccc1Cl
    3	0	-12	nt	0	1	0.1	?	6	-3.8
26	O=C(NC(=S)NCc1cccnc1)c1ccc([N+](=O)[O-])cc1
    2	-2	6	9.9	11	-3	-4.1	1	-3	-1.8
27	COc1cc(OC)c(C(=O)NCCCN2CCOCC2)cc1OC
    2	-3	22	-2.2	-11	-9	-1.7	-2	-2	-3.0
28	COc1ccc(S(=O)(=O)N2CCCCC2)cc1NC(=O)c1cccs1
    0	-3	0	-0.4	5	3	5.7	4	0	-0.4
29	CN(CC(=O)Nc1ccc(F)c(F)c1F)C(=O)c1n[nH]c(=O)c2ccccc12
    7	-1	nt	nt	2	9	3.4	0	-7	-2.8
30	COc1ccc(NC(=O)C/C(C)=N/NC(=O)c2cnccn2)cc1Cl
    -6	-11	-13	3.0	4	4	1.0	-1	0	-4.6
31	CC(C)NCCOCCOc1ccc(Cl)cc1Br
    4	8	-10	-3.3	3	10	-1.5	15	-4	-0.8
32	CSc1ccc(/C=C/C(=O)OCC(=O)NC(C)C)cc1
    4	58*	-9	nt	20	-50	-0.8	3	10	-2.4
33	O=S(=O)(c1cccc(F)c1)N1CCN(Cc2ccc3c(c2)OCO3)CC1
    -2	4	8	1.5	5	5	3.3	4	3	-2.8
34	C[C@H](CO)N1C[C@H](C)[C@@H](CN(C)CC2CCCCC2)Oc2c(NS(=O)(=O)c3cn(C)cn3)cccc2C1=O
    1	1	nt	2.0&-3.5	3	-8	0.3	2	1	-0.7
35	O=C(CCN1C(=O)C2C3C=CC(C4CC34)C2C1=O)Nc1ccc(Cl)cc1O (stereo not given)
    2	3	10	0.3	-2	-8	0.6	-16	0	0.2
36	Cc1cc(C)c(NC(=O)CCCOC(=O)C2=COCCO2)c(C)c1
    1	1	6	-1.6	0	-8	0.4	-8	3	0.1
37	O=C(O)C12CC3CC(C1)CC(n1cnc(Cl)n1)(C3)C2
    5	1	41	-0.6	0	-9	0.8	0	-4	-2.8
38	CC(=O)[C@@H]1[C@@H](C(=O)c2ccc(C)cc2)[C@]2(C(=O)Nc3ccccc32)[C@H]2C=Cc3cc(F)ccc3N12
    10	1	-2	-0.7&2.8	12	-10	1.6	2	7	-2.4
39	O=c1[nH]cnc2c1cnn2Cc1ccccc1Cl
    6	0	-2	nt	-4	2	0.0	4	nt	-2.3
40	Cc1oc(CN2CCOCC2)cc1C(=O)O
    4	-1	-3	nt	4	3	0.9	3	-2	-3.1
41	O=C(O)c1nnn(-c2ccc(F)cc2F)c1-c1ccccc1
    4	0	-6	0.1	4	8	-1.3	-1	-2	1.7
42	CCN(CC(=O)NCc1cccs1)C(=O)c1ccc(Cl)c(Cl)c1
    -4	-4	nt	0.6	-3	-11	0.8	5	-3	-4.3
43	O=C(/C=C/c1ccccc1)NC1CCS(=O)(=O)C1 (stereo not given)
    -1	-3	-4	-1.4	1	8	0.1	-14	2	1.4
44	O=S(=O)(NCCCc1ccccc1)c1ccc(Br)cc1
    -2	-4	nt	3.3	-2	6	3.5	4	-4	-2.0
45	COC(=O)N/N=C/c1c(C)cc(C)cc1C
    4	0	-8	nt	10	-13	-0.7	-4	-6	-3.9
46	OC(COc1ccc2c(c1)OCO2)CN1CCc2ccccc2C1 (stereo not given)
    1	0	0	1.0	2	-10	-0.6	0	-13	-0.2
47	O=C(Nc1ccc(-c2ccc3nncn3n2)cc1)C1CCCCC1
    0	5	18	-0.5	6	18	1.0	1	-5	-4.2
48	COc1ccc(NC(=O)c2cc(-c3ccccc3)on2)cc1
    -3	0	10	0.0	6	-6	-1.4	nt	-3	-1.1
49	COc1cc(/C=C(/C#N)c2nc3ccccc3c(=O)[nH]2)ccc1O
    -82	-7	-12	nt	14	2	0.2	-4	-6	0.8
50	Nc1nccnc1C(=O)N/N=C/c1ccco1
    6	16	4	nt	20	-19	1.0	-3	-1	-1.4
51	Cc1ccc(CN2CCS(=O)(=O)CC2)cc1
    -1	3	0	-1.5	-2	1	0.1	-4	-13	-2.6
52	Cc1cccc(CSc2nc3c(c(=O)n2C)SCC3)c1
    5	-4	4	11	9	4	0.4	-2	-5	2.1
53	NC(=O)c1cc(N)ccc1N1CCCCC1
    8	0	24	nt	-1	2	-1.3	-2	-4	-2.8
54	CSc1ccc(CCNC(=O)C2CCCN(S(=O)(=O)N3CCOCC3)C2)cc1 (stereo not given)
    4	5	-1	-3.6	11	6	0.6	3	-5	-1.1
55	CCOC(=O)c1sc(=S)n(CC)c1N
    -7	-8	32	nt	22	15	-0.3	3	-3	-0.2
56	O=C(O)C1c2ccccc2C(=O)N(Cc2ccc(F)cc2)C1c1ccncc1 (stereo not given)
    -1	1	1	-2.8	2	5	-3.0	nt	-3	-2.1
57	N#Cc1cccnc1N1CCN(C(=O)c2cccc3c2C(=O)c2ccc(-c4ccc(Cl)c(C(F)(F)F)c4)cc2S3(=O)=O)CC1
    -10	0	nt	-1.0	9	nt	2.2	-10	6	-0.4
58	O=C(CSc1ccc2ccccc2n1)Nc1nsc(-c2ccc(Cl)cc2)n1
    8	1	85	-1.3	0	-3	-0.4	2	-2	1.0
59	O=C(CSc1nc2ccccc2[nH]1)NCC1CCCO1 (stereo not given)
    0	-3	5	nt	4	-4	-0.8	-7	-5	-0.3
60	COc1ccccc1CCN1CCCC(CN(C)C(=O)c2ccoc2)C1 (stereo not given)
    -1	-2	30	0.4	0	13	-0.4	8	0	-1.8
